GlmU inhibition = inhibition of mycobacterial GlmU enzyme – biochemical, glucosamine-1-phosphate acetyltransferase (AID 1376) | inhibition, %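 (tested at 30 µM in the primary screen)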; hits with a dose series show IC50 in µM | M. tuberculosis GlmU acetyltransferase enzyme assay; higher % means a stronger effect | hit rate 0.25% among 220,000; in the data active = inhibition above about 13%;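 also: 0% = complete reaction with vehicle and 100% = reaction without substrate; strong numbers were not always called active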
RmlCD inh 1536 = blocks M. tuberculosis RmlC and RmlD coupled enzymes; P9WH09+P9WH11; RmlC+RmlD coupled enzyme assay, percent inhibition; primary screen in compound mixtures; inhibition, % at 3.6 µM; hit rate 0.03% among 160,000; in the data active = inhibition mostly above about 34%, no sharp cut-off; also: some results filed as inactive read as strong as hits
Target sequence (P9WH09 whole entry, looked up): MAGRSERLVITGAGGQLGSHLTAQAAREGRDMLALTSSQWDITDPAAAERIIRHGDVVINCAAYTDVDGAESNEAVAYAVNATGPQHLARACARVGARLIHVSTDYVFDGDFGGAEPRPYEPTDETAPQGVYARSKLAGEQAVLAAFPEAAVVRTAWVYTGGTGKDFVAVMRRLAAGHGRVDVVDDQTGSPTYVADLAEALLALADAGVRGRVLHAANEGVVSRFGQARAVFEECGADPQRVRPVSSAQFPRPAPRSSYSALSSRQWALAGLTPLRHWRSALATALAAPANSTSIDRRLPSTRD
Target sequence (P9WH11 whole entry, looked up): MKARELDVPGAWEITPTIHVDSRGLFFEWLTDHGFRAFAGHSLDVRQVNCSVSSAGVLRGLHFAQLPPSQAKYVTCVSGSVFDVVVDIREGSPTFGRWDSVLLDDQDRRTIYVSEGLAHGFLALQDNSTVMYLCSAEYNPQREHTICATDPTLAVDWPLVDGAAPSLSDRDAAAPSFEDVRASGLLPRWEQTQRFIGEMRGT
* = called active by the depositor; x = not tested or not shown. An excerpt; the hit share may differ from the screen's.

No.	SMILES	GlmU inhibition	RmlCD inh 1536
1	Cc1nc(-c2cccc(S(=O)(=O)N3CCOCC3)c2)cs1	-0.9%	9.1
2	Cc1nc2c(C(=O)NCc3ccco3)cnn2c(C)c1Cc1ccc(F)cc1Cl	5.1%	2.1
3	O=C(NNc1cccc(Cl)n1)C(F)(F)F	-4.4%	11.3
4	O=C(CCS(=O)(=O)c1ccc(Cl)cc1)NCCc1c[nH]c2ccccc12	-0.4%	-14.0
5	CCCN(CCC)CCCNC(=O)CNC(=O)c1nn(-c2ccc(OC)cc2)c(=O)c2ccccc12	-6.8%	-11.5
6	Cc1nc(SCc2ccccc2C)n[nH]1	11.2%	x
7	CN(C)/C(=N\OC(=O)c1ccccc1)c1nonc1N	-0.6%	x
8	COc1ccc(Cl)cc1S(=O)(=O)n1nnc2ccccc21	-0.3%	x
9	Cc1cc(N2CCOCC2)nc2cc(O)ccc12	2.0%	-2.8
10	Cc1c(Cl)cccc1NC(=O)Cn1cccc1	4.5%	x
11	Cc1ccsc1/C=N/NC(=O)CNC(=O)c1cccc([N+](=O)[O-])c1C	6.0%	-7.3
12	C=CCn1c(-c2ccc(N)cc2)nc2ccccc21	0.4%	x
13	CCc1ccc(NS(=O)(=O)c2ccc3[nH]c(=O)[nH]c3c2)cc1	-3.4%	-2.3
14	O=C(Nc1ccc(O)c(-c2nc3ccccc3o2)c1)C1(c2ccc(Br)cc2)CCCC1	2.2%	-12.0
15	CCCCSC1=C(C#N)C(c2ccccc2C)CC(=O)N1 (stereo not drawn)	-2.7%	5.8
16	CC(C)CNC(=O)CSc1nc2nn(-c3ccccc3)c(=O)c-2c2n1CCCCC2	0.3%	5.5
17	CC(=O)NC(Cc1ccc(F)c(F)c1)C(=O)NC1CCN(c2nnnn2-c2ccccc2)CC1 (stereo not drawn)	1.0%	-2.2
18	C=CC(O)(C#CCN(CC)CC)c1ccccc1 (stereo not drawn)	3.3%	-7.5
19	Cc1c(Cc2ccccc2)sc(N)c1C(N)=O	-1.0%	4.5
20	Cc1ccc(NC(=O)CN(C)C(=O)CSc2nncn2C)cc1	2.0%	-1.5
21	O=C(O)c1cccc(S(=O)(=O)Nc2ccc3[nH]c(=O)[nH]c3c2)c1	-0.5%	x
22	Cn1c(=S)n(/N=C/c2ccc3c(c2)OCO3)c2ccccc21	-0.6%	11.3
23	O=C(NNC1=NCCCCC1)c1ccccc1	2.4%	-1.8
24	O=C(Nc1c2c(nn1-c1ccc(F)cc1)CS(=O)(=O)C2)c1ccc(S(=O)(=O)N2CCOCC2)cc1	-2.7%	-2.6
25	CCN1C(=O)N[C@@H](CCc2ccccc2)C(C(C)=O)=C1C	-0.1%	x
26	CC1(C(=O)NCc2ccc(Cl)c(Cl)c2)Oc2cccnc2NC1=O (stereo not drawn)	-2.6%	x
27	COc1cc(NC2CCCCC2O)c2nc(-c3ccc(Cl)cc3)ccc2c1 (stereo not drawn)	8.2%	x
28	Cc1cc(C)c(OCCCCNCc2ccccc2)c(Cl)c1	-6.5%	-4.3
29	Cc1ccc(N2C(=O)CC(N(CCc3ccccc3)C(=S)Nc3ccc(N(C)C)cc3)C2=O)cc1 (stereo not drawn)	0.4%	2.9
30	COC(=O)CC1c2ccccc2S(=O)(=O)N1Cc1ccccc1 (stereo not drawn)	11.5%	4.9

The final 2 records of the section before come first, to join the parts.
No.	SMILES	GlmU inhibition	RmlCD inh 1536
29	Cc1ccc(N2C(=O)CC(N(CCc3ccccc3)C(=S)Nc3ccc(N(C)C)cc3)C2=O)cc1 (stereo not drawn)	0.4%	2.9
30	COC(=O)CC1c2ccccc2S(=O)(=O)N1Cc1ccccc1 (stereo not drawn)	11.5%	4.9
31	CCCc1cc(C(=O)NCc2ccccc2)no1	4.0%	-0.3
32	CS(=O)(=O)N(CC(=O)N/N=C/c1ccco1)c1ccccc1Br	-1.7%	x
33	Cc1nc(Nc2ccccc2C(F)(F)F)sc1C(=O)N(C)C	-2.8%	4.0
34	COCCN(Cc1cc2cc(C)ccc2nc1Cl)C(=O)Nc1ccccc1C	-3.1%	x
35	Cc1cccc(NC(=O)c2cc3c(n(-c4ccccc4)c2=O)CCCC3=O)n1	-6.7%	x
36	Cc1cc(C)c(NC(N)=S)c(C)c1	0.6%	10.7
37	Cc1ccc(/C=C2/NC(=O)N(c3ccccc3)C2=O)o1	-0.3%	x
38	COCC(C)NC(=O)c1cc2cc(OC)ccc2[nH]1 (stereo not drawn)	-3.6%	-0.9
39	CCOC(=O)c1sc(SCc2ccccc2)c2c1CC(C)(C)CC2=O	-5.3%	x
40	Cc1coc(C)c1C(=O)CC1(O)C(=O)N(C)c2ccc(Cl)cc21 (stereo not drawn)	2.2%	-14.0
41	CS(=O)(=O)N(CC(=O)N/N=C/c1ccccc1C(=O)O)c1cccc(Cl)c1Cl	-7.2%	x
42	c1ccc(N=P(N2CCOCC2)(N2CCOCC2)N2CCOCC2)cc1	6.3%	9.9
43	O=C(CN1C(=O)C2CCCCN2C(=O)c2ccccc21)N1CCCc2ccccc21 (stereo not drawn)	-5.2%	x
44	CCOC(=O)c1c(C)oc2c1c(C(c1cccnc1)N1CCOCC1)c(O)c1ccccc12 (stereo not drawn)	3.4%	-10.8
45	COc1ccc(CCNc2oc(-c3ccc(OC)c(OC)c3)nc2C#N)cc1	3.2%	2.8
46	COc1ccc(CCNC(=O)c2c(N)n(CCN3CCOCC3)c3nc4ccccc4nc23)cc1OC	-3.2%	8.9
47	C#CCn1cnc2c(cnn2-c2ccc(C)c(C)c2)c1=O	-1.9%	16.3
48	O=C(Nc1ccccc1)N1CCn2c(nc3ccccc32)C1	2.3%	x
49	Nc1nc(-c2ccc3c(c2)OCCO3)cs1	0.6%	4.2
50	COCc1cc(C)nc(N2CCCCC2)c1C#N	-1.9%	4.5
51	COc1ccccc1NC(=O)Cn1cnc2c1c(=O)n(C)c(=O)n2C	2.7%	x
52	N#Cc1c(C#N)c(O)c2ccccc2c1O	2.1%	-8.8
53	CCn1c(CC(=O)Nc2ccc(Cl)c(Cl)c2)nnc1SCc1ccc(Cl)cc1	0.3%	12.8
54	CCN(CC)S(=O)(=O)c1cccc(-c2nnc(C(=O)c3ccc(C(F)(F)F)cc3)o2)c1	9.8%	x
55	O=C(COC(=O)/C=C/c1ccc(Cl)cc1)NCCc1ccccc1	-3.7%	36.8
56	C=CCn1c(SCC(=O)c2cc(C)n(CC3CCCO3)c2C)nnc1-c1ccccc1 (stereo not drawn)	1.6%	22.6
57	CCC(=O)Nc1ccc(/C=C(\C(C)=O)C(=O)c2ccccc2)cc1	0.8%	20.2
58	O=c1[nH]c(-c2cccs2)nc2ccccc12	-2.1%	x
59	Cc1nc(C(F)(F)F)c(C(=O)N=CN(C)C)s1	-3.4%	-8.1
60	CCCCCn1c(-c2ccco2)nc2nc3ccccc3nc21	x	3.1

Molecules listed so far that contain an NH in an aromatic ring, in the order listed:
No.	SMILES	GlmU inhibition	RmlCD inh 1536
4	O=C(CCS(=O)(=O)c1ccc(Cl)cc1)NCCc1c[nH]c2ccccc12	-0.4%	-14.0
6	Cc1nc(SCc2ccccc2C)n[nH]1	11.2%	x
13	CCc1ccc(NS(=O)(=O)c2ccc3[nH]c(=O)[nH]c3c2)cc1	-3.4%	-2.3
21	O=C(O)c1cccc(S(=O)(=O)Nc2ccc3[nH]c(=O)[nH]c3c2)c1	-0.5%	x
38	COCC(C)NC(=O)c1cc2cc(OC)ccc2[nH]1 (stereo not drawn)	-3.6%	-0.9
58	O=c1[nH]c(-c2cccs2)nc2ccccc12	-2.1%	x

(more compounds)
No.	SMILES	GlmU inhibition	RmlCD inh 1536
61	COc1ccc(Nc2cc(C(=O)NCCCN3CCOCC3)c3ccccc3n2)cc1OC	-1.1%	-7.3
62	Cc1cc(C)c(S(=O)(=O)N2CCN(c3ccc([N+](=O)[O-])c(-n4nc(C)cc4C)c3)CC2)c(C)c1	-1.4%	28.2
63	CC(C)[C@@H]1CC[C@@H](C)C[C@H]1OC(=O)C[n+]1cc(-c2ccc(Cl)cc2)n2c1CCCCC2	0.1%	2.2
64	COc1ccc2nc3c(c(-c4ccccc4)c2c1)CCC3	-2.6%	x
65	O=c1[nH]ncc(N2CCCCC2)c1Cl	7.8%	0.9
66	CC(Cc1cccs1)NC(=O)Nc1ccccc1 (stereo not drawn)	2.5%	x
67	Cc1ccc(C(C(=O)NC(C)(C)C)N(Cc2ccco2)C(=O)Cn2nnc(-c3cccs3)n2)cc1 (stereo not drawn)	-4.1%	x
68	Cc1cccc(-c2nc3c(c(SCC(N)=O)n2)CCCC3)c1	14.5%*	x
69	CCOC(=O)NN1C(=O)c2ccccc2NC1c1ccc(OC)cc1OC (stereo not drawn)	1.9%	15.6
70	Cc1ccccc1NC(=S)N(CCCN1CCOCC1)Cc1cccs1	-4.9%	-4.1
71	CC(C)c1cc(C(N)=O)c(NC(=O)c2cccc(COc3ccc(Br)cc3)c2)s1	-0.6%	x
72	Clc1ccc(CSc2nnc(-c3c[nH]c4ccccc34)o2)cc1	3.2%	x
73	O=S(=O)(NCc1cccnc1)c1cccc2cccnc12	1.7%	1.5
74	CC(=O)Nc1cccc(N(C)S(C)(=O)=O)c1	5.5%	7.5
75	CC1OC(Oc2c(-c3cc(O)c(O)c(O)c3)oc3cc(O)cc(O)c3c2=O)C(O)C(O)C1O (stereo not drawn)	-3.5%	6.5
76	Nc1nc(SCC(=O)NCCCO)nc2sc3c(c12)CCC3	2.2%	x
77	CC(C)(C)c1ccc(C(=O)NNC(=O)c2ccc(Cl)cc2)cc1	6.3%	-1.8
78	Cc1nc(-c2ccccc2)sc1-c1nc(-c2ccccc2)ncc1S(=O)(=O)c1ccccc1	x	-6.0
79	O=C(CCCC(=O)NCc1ccc(F)cc1)NCc1ccc(F)cc1	2.5%	-2.9
80	Cc1cc(=O)n(C)c(=O)n1CC(=O)N1CCCCCC1	-7.3%	8.3
81	COCCCNC(=S)NCCCNc1nc2cc3c(cc2cc1C#N)OCO3	-2.4%	8.7
82	COC(=O)c1ccccc1S(=O)(=O)N(Cc1cc2cc3c(cc2[nH]c1=O)OCO3)C1CCCCC1	x	-4.5
83	CC(C)c1ccc(NC(=S)NC2CC3C=CC2C3)cc1 (stereo not drawn)	0.7%	-2.1
84	CCCCc1nc2ccccc2c(=O)n1-c1ccccc1[N+](=O)[O-]	-0.8%	-7.1
85	CC(=O)Nc1nc(-c2cc([N+](=O)[O-])cs2)cs1	-0.4%	-10.1
86	CCOC(=O)c1c(C)c(C(=O)O)n(C)c1C	-1.1%	x
87	Cc1cccc(OC(=O)n2c(=S)oc3cc(Cl)ccc32)c1	-3.3%	-9.2
88	Cc1ccc(C(=O)COC(=O)c2cn(-c3ccccc3)nc2-c2ccccc2)cc1[N+](=O)[O-]	-0.4%	x
89	CC(C)(C)c1ccc2c(c1)OC(C(=O)N/N=C/c1ccc([N+](=O)[O-])o1)CO2 (stereo not drawn)	-2.0%	-5.0
90	COc1ccccc1C(=O)CSc1cccc[n+]1[O-]	-0.6%	3.3
91	CCC(=O)Nc1ccc(C(=O)NNC(=O)c2ccc([N+](=O)[O-])cc2)cc1	0.2%	-4.3
92	CCOC(=O)/C(CCCN(CC)CC)=N\O	5.3%	-4.5
93	CCOc1ccc(-c2n[nH]c(=S)o2)cc1	5.0%	5.3
94	N#C/C(=C/c1cccn1-c1cccc(C(=O)O)c1)c1ccc(Cl)cc1	7.9%	-12.9
95	CCOc1ccc(-c2c(C)n(-c3ccc(OCC)cc3)c3[n+]2CCCCC3)cc1	-4.8%	6.4
96	O=C1CSC(c2ccc(Cl)cc2)N1 (stereo not drawn)	1.0%	x
97	COc1ccc(-n2c(O)c(Cc3ccccc3)c(=O)n3nc(-c4ccccc4)c(=O)cc23)cc1	-0.1%	x
98	CCOC(=O)c1cccc(NC(=O)CSc2nnnn2CC)c1	-12.1%	x
99	COc1ccc(-c2csc(=Nc3c(C)n(C)n(-c4ccccc4)c3=O)n2C(C)(C)C)cc1	3.2%	7.4
100	Cc1ccccc1C(=O)N1CCN(c2ccc(NC(=O)c3cccnc3Cl)cc2)CC1	-4.3%	-0.6
101	Cc1ccccc1NC(=S)NC(NC(=O)N(C)C)C(Cl)(Cl)Cl (stereo not drawn)	-0.1%	21.4
102	O=C(NC1CCCCC1)C(c1ccco1)N(C(=O)c1csnn1)C1CCCC1 (stereo not drawn)	x	-11.6
103	CC(=O)c1cnc2c(C(=O)O)cnn2c1C	0.6%	-5.7
104	COc1cc(C=C2C(=O)OC(c3ccccc3)OC2=O)cc(Br)c1O (stereo not drawn)	-2.1%	17.9
105	Cc1cccc(C=Nc2ccc3c(c2)oc2ccccc23)c1O	-4.9%	4.2
106	CC(C)COC(=O)C(C#N)c1nc2ccccc2nc1N1CCN(Cc2ccccc2)CC1 (stereo not drawn)	-6.0%	8.6
107	CCN(CC)C(=O)Nc1ccc(C(=O)OC)cc1	1.3%	x
108	O=S(=O)(Nc1ccc(Cl)cn1)c1cccc(S(=O)(=O)c2ccccc2)c1	-0.1%	x
109	CCOc1ccccc1NC(=S)N(CCC(C)C)C1CCN(C(C)=O)CC1	-2.9%	4.0
110	O=C(CN1CCOCC1)NCCC12CC3CC(CC(C3)C1)C2	4.2%	5.4
111	COc1ccc(N2CCN(C(=O)CN(Cc3ccccc3)S(C)(=O)=O)CC2)cc1	-0.2%	9.9
112	CC(=O)NC1=NN(C(C)=O)C(c2ccc(F)cc2)S1 (stereo not drawn)	-5.5%	16.4
113	O=C(NC1CCCCC1)N1CCN(CCc2ccccc2)CC1	0.4%	-0.7
114	N#CCCN1CCN(C(=S)c2ccc(-c3ccc(Cl)c(Cl)c3)o2)CC1	2.1%	7.1

Screens: PubChem BioAssay, several laboratories
